Screening data: PubChem BioAssay, Broad Institute
E-sel inducer: induces E-selectin expression in human endothelial cells. activation, % at 7.58 µM. P16581. hit rate 0.37% among 260,000. HUVEC E-selectin immunofluorescence imaging; normalized: neutral wells 0, TNF-alpha wells 100;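 active = mean E-selectin-positive cell signal at least 10% of the positive control, reached in at least 60% of replicates, without over 20% cell loss; inconclusive = no rule given, readout overlaps actives, possibly toxicity-flagged; inactive = the rest, including those meeting only one limit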;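 note: in these data hits start at about 27%; measured in HUVEC primary endothelial cells; signal is the percent of cells scored E-selectin positive by PE staining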
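material = human umbilical vein endothelial cells (HUVEC), E-selectin induction | quantity = 3,000 cells/well | medium = EGM-2 growth medium on 0.1% gelatin-coated wells | technique = immunofluorescence imaging | read-out basis = % PE-positive cells | control set = TNF-alpha positive control, DMSO neutral control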
DENV2 CPE rescue: protects cells from dengue virus 2 cytopathic effect. DENV2-infected cells, cytopathic effect rescue, plate reader. CPE inhibition, % at 9.99 µM. hit rate 1.7% among 350,000; in the data active = CPE inhibition above about 20%, passing the limit was not always enough; inconclusive = no clear call, values can overlap the other calls; tested in BHK-21 cells;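 note: 0% = median of neutral control wells and 100% = median of positive control wells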
SIRT5 inh: inhibitors of human sirtuin-5 desuccinylase | AID 652115 | hit rate 1.1% among 330,000 | Q9NXA8 | Purified SirT5, succinyl-peptide AMC, trypsin-coupled fluorescence | inhibition, % at 15 µM; in the data active = inhibition above about 15%; inconclusive = no clear call, values can overlap the other calls
Target sequence (Q9NXA8 whole entry, looked up): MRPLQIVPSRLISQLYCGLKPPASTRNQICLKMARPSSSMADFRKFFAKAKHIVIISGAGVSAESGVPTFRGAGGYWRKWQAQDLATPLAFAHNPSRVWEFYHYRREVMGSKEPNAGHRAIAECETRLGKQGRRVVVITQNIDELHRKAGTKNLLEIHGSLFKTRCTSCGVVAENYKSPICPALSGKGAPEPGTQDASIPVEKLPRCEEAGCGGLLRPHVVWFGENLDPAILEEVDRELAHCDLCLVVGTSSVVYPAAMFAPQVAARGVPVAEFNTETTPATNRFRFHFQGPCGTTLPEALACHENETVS
S100A4 MyoIIA: blocks human S100A4 binding to myosin IIA peptide. S100A4/TAMRA-MyoIIA peptide fluorescence polarization. inhibition, % at 10.7 µM. hit rate 0.14% among 360,000. AID 652163;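 active = mean inhibition of at least 70% across replicates, with every replicate also reaching that level; inconclusive = mean inhibition reaches 70% but some replicates fall short; inactive = mean inhibition below 70%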
Target sequence (P26447 whole entry, looked up): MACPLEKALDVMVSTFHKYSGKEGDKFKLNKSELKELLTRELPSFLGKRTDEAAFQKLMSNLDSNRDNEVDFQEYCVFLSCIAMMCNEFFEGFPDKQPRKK
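Compound dosing: one dose per compound; test system: human S100A4 monomer with TAMRA-labelled myosin IIA peptide; probe or stimulus: TAMRA-labelled myosin IIA heavy-chain peptide probe, 5 nM; medium: HEPES buffer with Ca2+, pH 7.2; schedule: 5 min incubation before reading; benchmarks: neutral control DMSO, positive control TFP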
C2C12 statin: suppression of simvastatin myotoxicity; C2C12 myotubes + simvastatin, ATP luminescence, 48 h; scaled: DMSO 0, geranylgeraniol control 100; rescue of ATP level, % at 7.49 µM; hit rate 0.78% among 330,000;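 active = mean ATP rescue above about 67%, or every replicate alone reaching that limit, limit read from the data, passing the limit was not always enough; inconclusive = no clear call, values can overlap the other calls; inactive = mean under the limit and some replicate under it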;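 note: myotubes were challenged with 10 µM simvastatin during compound exposure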
PglD DTNB: inhibitors of Campylobacter jejuni PglD acetyltransferase; purified PglD enzyme, DTNB colorimetric CoA detection; inhibition, % at 12.5 µM; hit rate 0.098% among 360,000; AID 602405; in the data active = inhibition above about 16%, passing the limit was not always enough; inconclusive = no clear call, values can overlap the other calls; note: strong numbers were not always called active
ERp5 block: ERp5 (human) disulfide isomerase inhibition. Q15084. ERp5 insulin aggregation, absorbance 650 nm, 90 min. hit rate 0.05% among 350,000. inhibition, % at 9.99 µM. AID 651711;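 active = mean replicate inhibition above about 25%, with every replicate also reaching it, limit read from the data, passing the limit was not always enough; inconclusive = only one of those two criteria met; inactive = neither criterion met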
Target sequence (Q15084 whole entry, looked up): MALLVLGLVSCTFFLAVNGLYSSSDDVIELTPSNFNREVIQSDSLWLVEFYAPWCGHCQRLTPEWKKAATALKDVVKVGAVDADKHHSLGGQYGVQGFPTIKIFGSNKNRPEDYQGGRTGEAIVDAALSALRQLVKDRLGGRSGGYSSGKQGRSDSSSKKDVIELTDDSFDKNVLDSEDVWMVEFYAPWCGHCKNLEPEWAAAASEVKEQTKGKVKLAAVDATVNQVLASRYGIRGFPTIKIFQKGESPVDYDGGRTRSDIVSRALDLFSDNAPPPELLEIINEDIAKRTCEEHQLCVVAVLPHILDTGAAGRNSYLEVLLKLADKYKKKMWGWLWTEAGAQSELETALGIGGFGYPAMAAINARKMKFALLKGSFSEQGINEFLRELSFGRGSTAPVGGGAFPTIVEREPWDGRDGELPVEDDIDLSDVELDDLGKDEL
Starred values were filed as active, the others as inactive; ? = inconclusive; · = not tested or not shown; & = joins results of further samples.

SMILES	E-sel inducer	DENV2 CPE rescue	SIRT5 inh	S100A4 MyoIIA	C2C12 statin	PglD DTNB	ERp5 block
COc1ccc(S(=O)(=O)Nc2cccc3c2O[C@@H](CN(C)Cc2ccccc2)[C@H](C)CN([C@@H](C)CO)C3=O)cc1	·	-10	1	-4	8	-5	3
COCCN(C(=O)CC1OC(=O)c2ccccc21)c1c(N)n(Cc2ccccc2)c(=O)[nH]c1=O (configuration not stated)	-1.1	4	0	-1	-1	-4	-6
CN(C)c1nc(=S)nc(NCc2ccccc2)[nH]1	-0.1	-5	-4	4	·	·	10
CC(=O)N[C@H]1CC[C@@H](CCNC(=O)C2CCC2)O[C@@H]1CO	0.5	8	-2	1	-3	-5	-1
O=C(C[C@H]1CC[C@H](NC(=O)NC2CCCCC2)[C@H](CO)O1)NCc1ccc(F)cc1	-0.2	4	14	6	-1	1	-3
C/C=C/c1ccc([C@H]2[C@@H](CO)N(C(=O)CC3CC3)C23CN(S(C)(=O)=O)C3)cc1	0.1	2	-3	-16	·	·	-4
O=C(NCC(c1ccco1)N1CCCC1)c1cn(-c2ccccc2)nc1-c1ccc(F)cc1 (configuration not stated)	-1.8	-11	-2	-1	-1	8	3
C/C=C/c1ccc(C2[C@@H]3CN(Cc4cc(OC)cc(OC)c4)C[C@H]2N3)cc1 (some centres not stated)	0.5	6	5	-30	·	·	0
Cc1nc2[nH]c(=S)[nH]c2c(=O)[nH]1	-0.1	2	-6	14	-1	0	-1
O=C(Cn1nnc2ccccc21)NNC(=S)NC1CCCCC1	-3.3	-1	-4	-2	-6	0	-8
CN(CCc1ccccc1)C(=O)c1ccc(NC(=O)Cc2ccc(NC(=O)C3CCCN(C(=O)CCc4ccccc4)C3)cc2)cc1 (configuration not stated)	0.7	-12	0	13	-24	-4	-6
CCCCCCCCCc1conc1C(=O)CP(=O)(OC)OC	1.0	-1	·	0	·	·	-12

Shown with each value named: entries from further up
> CC(=O)N[C@H]1CC[C@@H](CCNC(=O)C2CCC2)O[C@@H]1CO
  E-sel inducer = 0.5	DENV2 CPE rescue = 8	SIRT5 inh = -2	S100A4 MyoIIA = 1	C2C12 statin = -3	PglD DTNB = -5	ERp5 block = -1
> O=C(C[C@H]1CC[C@H](NC(=O)NC2CCCCC2)[C@H](CO)O1)NCc1ccc(F)cc1
  E-sel inducer = -0.2	DENV2 CPE rescue = 4	SIRT5 inh = 14	S100A4 MyoIIA = 6	C2C12 statin = -1	PglD DTNB = 1	ERp5 block = -3
> C/C=C/c1ccc([C@H]2[C@@H](CO)N(C(=O)CC3CC3)C23CN(S(C)(=O)=O)C3)cc1
  E-sel inducer = 0.1	DENV2 CPE rescue = 2	SIRT5 inh = -3	S100A4 MyoIIA = -16	C2C12 statin = ·	PglD DTNB = ·	ERp5 block = -4
> O=C(NCC(c1ccco1)N1CCCC1)c1cn(-c2ccccc2)nc1-c1ccc(F)cc1 (configuration not stated)
  E-sel inducer = -1.8	DENV2 CPE rescue = -11	SIRT5 inh = -2	S100A4 MyoIIA = -1	C2C12 statin = -1	PglD DTNB = 8	ERp5 block = 3

Other entries.
SMILES	E-sel inducer	DENV2 CPE rescue	SIRT5 inh	S100A4 MyoIIA	C2C12 statin	PglD DTNB	ERp5 block
COc1cc(-c2cnc3c(NC=O)cc(-c4ccc(S(C)(=O)=O)cc4)cn23)cc(OC)c1OC	0.0	-5	·	2	1	-1	4
Cn1c(=O)c2cc(NC(=O)CCc3ccc(O)cc3)ccc2n1Cc1cccc(C(F)(F)F)c1	0.1	0	-11	2	15	1	3
COc1ccc(C)cc1NC(=O)NNC(=O)C(C)Oc1ccc(F)cc1Cl (configuration not stated)	-0.3	-4	-1	2	·	-1	9
Cc1nc2sc(C(c3ccc(Cl)cc3)N3CCN(CCO)CC3)c(O)n2n1 (configuration not stated)	·	4	1	-3	1	1	-3
O=C(NCC(c1ccc(F)cc1)N1CCOCC1)c1cccc(Br)c1 (configuration not stated)	·	3	-2	9	·	·	2
CC(NC(=O)C(Cc1ccccc1)=NO)c1ccccc1 (configuration not stated)	0.1	9	-1	10	-7	·	0
C=CCn1c(=S)[nH]c2sc3c(c2c1=O)CCCC3	·	9	2	-3	-16	5	0
CO[C@@H]1CN(C)C(=O)c2cc(NC(=O)Nc3ccccc3Cl)ccc2OC[C@@H](C)N(S(C)(=O)=O)C[C@H]1C	0.1	·	·	·	2	0	·
NC(=O)CC(NC(=O)Cc1cccc2ccccc12)c1ccc(N2CCCCCCC2)c([N+](=O)[O-])c1 (configuration not stated)	0.2	5	·	13	7	-6	-2
O=C(CCNS(=O)(=O)c1ccccc1)N1CCN(c2ccccc2)CC1	0.2	-4	-3	-4	1	1	4
COc1cccc2c1Oc1ncccc1N(C(=O)CCC(=O)NCc1ccc(F)cc1)C2	·	12	-4	-10	5	-1	0
NS(=O)(=O)c1ccc(N2CCN(C(=O)c3ccco3)CC2)nc1	-0.8	-4	-4	-1	-13	-1	3
CCc1nc2ccc(C(=O)N(CC)CCN(C)C)cn2c1N(C)C(=O)c1cccc(OC)c1	-0.1	26*	·	0	-20	-2	-2
CCOC(=O)C(c1ccccc1)C(Nc1ccccc1)c1ccccn1 (configuration not stated)	0.3	-3	-1	13	7	·	-12
Cc1ccc(-c2nnc(SCC(=O)NNC(=O)COc3cccc4ccccc34)n2C)cc1	·	-7	7	-2	·	·	3
COc1ccc(NS(=O)(=O)c2cc(NC(=O)C3CC3)ccc2N2CCOCC2)cc1	1.0	-3	-3	-1	13	0	-8
COc1ccc(CNc2nc3nc(C)cc(C)n3n2)cc1	·	-1	1	-3	44	-5	-4
CC1CN(C(=O)CCC(=O)NCc2ccc(F)cc2)c2ccccc2S1 (configuration not stated)	·	-8	-2	-3	6	4	1
C#CCOCCOCCOCCNc1nc(N2CCN(C(=O)[C@H]([C@@H](C)O)n3cc(CCCCN)nn3)CC2)nc(N2CCN(C(=O)[C@H](CCCCN)n3cc(CCC(=O)O)nn3)CC2)n1	-0.3	10	·	-4	-8	-1	2
COc1ccc(NC(=O)N[C@@H]2CC[C@@H](CCn3cc(-c4ccc(F)cc4)nn3)O[C@@H]2CO)cc1	-0.1	6	-2	0	-3	-1	5
COc1ccc(CN2CCC[C@]3(N[C@H](c4ccc(C(F)(F)F)cc4)[C@@H]4C(=O)N(C)C(=O)[C@@H]43)C2=O)cc1	0.6	2	1	-1	-4	1	0
CC1CCCCC1NC(=O)CCNS(=O)(=O)c1cc(Br)cnc1N (configuration not stated)	12	-3	3	3	1	-10	-27
COC(=O)c1ccc(NC(=O)Nc2ccc3c(c2)nc(C)n3C)cc1	-0.1	-2	0	2	10	5	4
COc1cc(NC(=O)CN(c2cc(C)cc(C)c2)S(=O)(=O)c2c(C)[nH]c(=O)[nH]c2=O)cc(OC)c1	3.3	13	-1	-4	-9	-3	-4
O=C(c1cccnc1)N1CCC2CC1c1c(Cl)cccc12 (configuration not stated)	·	5	-6	0	-3	2	11
CO[C@H](CN(C)C(=O)c1ccc2c(c1)OCO2)[C@@H](C)CN([C@H](C)CO)S(=O)(=O)c1ccc(F)cc1	0.1	4	·	-8	-4	0	-2
CCn1c(=O)cc(SCC(=O)Nc2cccc(C)n2)c2ccccc21	-0.2	·	-4	1	·	1	-14
CN(C)C(=O)c1ccc(-c2ccc3c(c2)[C@@H]2[C@@H](CCN2C(=O)c2ccc4c(c2)OCO4)[C@H](CO)N3)cc1	0.7	·	·	·	-12	-2	·
COC(=O)Cc1c(C)c2ccc(OCC(=O)c3ccc(OC)c(OC)c3)cc2oc1=O	0.4	2	-2	-1	·	·	1
CC(C)C(=O)N1CCN(c2ccccc2NC(=O)COc2ccccc2)CC1	9.0	-5	0	2	2	-4	-5
O=C(C[C@H]1CC[C@@H]2[C@H](COC[C@H](O)CN2Cc2ccccc2)O1)N1CCOCC1	0.1	7	6	9	-3	-1	1
COc1ccc(NC(=O)Nc2cccc3c2O[C@H](CN(C)C(=O)Nc2c(C)noc2C)[C@@H](C)CN([C@H](C)CO)C3=O)cc1	0.0&-0.1	?	-7&5	-1&0	13	-6	-2&3
CCCCCCN1C[C@@H](n2cc(COC(=O)c3ccccc3)nn2)[C@H](O)C[C@@H]1c1ccc(Cl)cc1	-0.1	-7	0	-2	29	-9	0
COc1cccc(C(=O)NNC(=O)c2ccc3ccccc3c2)c1	-1.2	8	·	-4	0	-4	3
COc1ccc(-n2nc3c(N4CCC(C(=O)N5CCCCCC5)CC4)nnc(C)c3c2C)cc1	-1.2	4	-1	-30	-16	1	·
O=C(C1COc2ccccc2O1)N1CCn2c(nc3ccccc32)C1 (configuration not stated)	0.0	7	-2	1	0	0	-1
CCOC(=O)C1(CC2CCCCO2)CCN(C(=O)NCc2ccccc2)CC1 (configuration not stated)	·	·	-2	2	-5	·	6
Cc1ccc(C(=O)Nc2ncccc2C)cc1S(=O)(=O)N1CCCCC1	0.1	?	-5	2	7	2	9

Not all compounds are listed; rates above refer to the full screens.
